Screening data: PubChem BioAssay, Broad Institute
esBAF inh – blocks esBAF chromatin remodeling in mouse ES cells; AID 602393; actives 2% (n = 350,000); reporter increase, % at 12.5 µM; Bmi1-luciferase knock-in reporter, 24 h; 100% = twice the neutral-well signal; in the data active = activation above about 40%;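 also: 0% = median of the plate's neutral control wells and 100% = double that signal; a rise in the Bmi1 reporter signal indicates esBAF inhibition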
RAD52 anneal inh – inhibitors of human RAD52 DNA annealing | P43351 | recombinant RAD52 DNA annealing, FRET fluorescence | actives 0.46% (n = 360,000) | AID 651710 | inhibition, % at 18.7 µM;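 active = every replicate showing at least 50% inhibition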
EWS-Fli block – EWS/Fli transcriptional activity inhibition | A673 NR0B1-luciferase reporter, viability-normalised | inhibition, % at 12.6 µM | actives 0.67% (n = 350,000);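 active = mean inhibition of at least 50% after viability correction, with every replicate also passing that limit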;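 also: firefly luciferase signal divided by Alamar Blue viability fluorescence both relative to DMSO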
Xi reactivation – reactivates the inactive X chromosome in mouse fibroblasts; activation, % at 7.58 µM; AID 743238; actives 0.055% (n = 360,000); XiGFP mouse fibroblasts, % GFP-positive cells imaging, 3 d; cells co-treated with 5-aza-dC sensitizer; scaled so ellipticine positive control = 100%;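 active = mean normalized replicate activation at least 10% and every replicate at or above 10%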;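 also: 0% = median of on-plate neutral control wells and 100% = ellipticine 6 µM median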
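System: 68-5-11 XiGFP fibroblast line; Timing: 3 days compound exposure; Compound dosing: one concentration, pinned; Benchmarks: positive control ellipticine, 6 µM final; Buffer or medium: DMEM containing 5-aza-dC.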
E-selectin induc – E-selectin induction on HUVECs. HUVEC E-selectin immunofluorescence imaging; normalized: neutral wells 0, TNF-alpha wells 100. AID 686992. P16581. activation, % at 7.58 µM. actives 0.37% (n = 260,000);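 active = mean E-selectin-positive cell signal at least 10% of the positive control, reached in at least 60% of replicates, without over 20% cell loss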;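 also: in these data hits start at about 27%; measured in HUVEC primary endothelial cells; signal is the percent of cells scored E-selectin positive by PE staining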
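Read-out: % PE-positive cells | Test system: HUVEC | Doses: One compound dose added by pin transfer | Buffer or medium: EGM-2 over gelatin coat | Signal: Immunofluorescence imaging | Benchmarks: TNF-alpha, DMSO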
RAD54 branch – blocks human RAD54 Holliday junction branch migration | actives 0.14% (n = 360,000) | Q92698 | inhibition, % at 10.4 µM | FAM/BHQ fluorescence;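 active = mean normalized replicate activity at least 40 and at least half of replicates scoring 40 or more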;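 also: 0% = median of neutral control wells and 100% = median of positive control wells; inhibitors cause a drop in the FAM fluorescence signal; in these data hits start at about 50%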
Target sequence (Q92698 whole entry, looked up): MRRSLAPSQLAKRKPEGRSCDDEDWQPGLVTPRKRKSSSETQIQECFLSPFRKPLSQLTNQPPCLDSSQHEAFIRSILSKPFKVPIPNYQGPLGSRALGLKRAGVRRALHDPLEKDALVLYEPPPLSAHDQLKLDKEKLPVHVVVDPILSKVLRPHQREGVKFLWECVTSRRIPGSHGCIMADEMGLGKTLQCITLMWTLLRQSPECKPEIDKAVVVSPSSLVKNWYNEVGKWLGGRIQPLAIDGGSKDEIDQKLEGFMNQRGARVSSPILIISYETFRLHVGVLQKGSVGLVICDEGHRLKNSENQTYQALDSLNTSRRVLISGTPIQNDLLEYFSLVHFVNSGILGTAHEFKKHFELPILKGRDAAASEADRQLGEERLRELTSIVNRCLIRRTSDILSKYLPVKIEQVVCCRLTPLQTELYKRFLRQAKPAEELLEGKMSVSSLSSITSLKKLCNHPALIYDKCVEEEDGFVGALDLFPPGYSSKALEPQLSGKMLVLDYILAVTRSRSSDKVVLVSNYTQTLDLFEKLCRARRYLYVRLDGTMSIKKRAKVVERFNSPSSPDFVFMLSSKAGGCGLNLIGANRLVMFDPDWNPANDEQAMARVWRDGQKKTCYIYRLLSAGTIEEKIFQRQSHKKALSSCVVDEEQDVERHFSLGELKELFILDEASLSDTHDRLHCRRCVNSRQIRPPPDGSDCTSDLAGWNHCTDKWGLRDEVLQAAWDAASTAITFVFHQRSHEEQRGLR
FN deposit inh – fibronectin deposition inhibition. inhibition, % at 12.6 µM. AID 743247. AH1F fibroblasts, Alexa488-fibronectin deposition fluorescence, overnight. actives 0.086% (n = 350,000);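 active = mean inhibition across replicates of 30% or more, regardless of how many single replicates reach that level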;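 also: positive control wells lacked labelled fibronectin entirely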
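Assay system: AH1F fibroblasts / Quantity: 10000 cells per well / Medium: DMEM plus 2% serum, read in PBS / Reagent: labelled fibronectin 24 nM / Dosing: single dose, pinned / Times: 1 h cell attachment, overnight exposure to compound and label / Signal: fluorescence, ex 485 nm, em 525 nm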
S100A4 inh HTS – blocks human S100A4 binding to myosin IIA peptide; P26447; S100A4/TAMRA-MyoIIA peptide fluorescence polarization; inhibition, % at 10.7 µM; actives 0.14% (n = 360,000); AID 652163;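 active = mean inhibition of at least 70% across replicates, with every replicate also reaching that level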
Target sequence (P26447 whole entry, looked up): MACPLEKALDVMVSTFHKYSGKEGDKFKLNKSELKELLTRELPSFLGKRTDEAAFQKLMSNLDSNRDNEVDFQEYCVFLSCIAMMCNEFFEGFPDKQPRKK
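System – human S100A4 monomer protein, biochemical binding assay · Buffer or medium – Calcium-containing HEPES buffer, pH 7.2 · Timing – 5 min between mix addition and reading · Also added – TAMRA-labelled myosin IIA heavy-chain peptide probe, 5 nM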
* marks the source's active call; other numbers are inactive results; nt = no result given.

smiles | esBAF inh | RAD52 anneal inh | EWS-Fli block | Xi reactivation | E-selectin induc | RAD54 branch | FN deposit inh | S100A4 inh HTS
C[C@H](CO)N1C[C@H](C)[C@H](CN(C)S(=O)(=O)c2ccc(C#N)cc2)Oc2ncc(C#Cc3ccc(F)cc3)cc2C1=O | 0 | -4 | 5 | -0.1 | 0.1 | -3 | nt | 11
N#Cc1ccc(Oc2ncccn2)cc1 | nt | -7 | 11 | 0.0 | 0.1 | nt | -2 | -2
O=S(=O)(Nc1cc(Cl)ccc1-n1cncn1)c1ccc(F)cc1 | -5 | -9 | -1 | 0.1 | 1.3 | -5 | 3 | -3
O=C(CSc1nc2cc(C(=O)O)ccc2c(=O)n1-c1ccc(F)cc1)Nc1ccc(F)c(F)c1F | -5 | -13 | -4 | 0.0 | nt | -13 | 7 | 4
COCCn1c(Br)nc2c1c(=O)n(C)c(=O)n2C | nt | -9 | -10 | 0.0 | nt | nt | 10 | -1
CC(OC(=O)Cc1ccc(F)cc1)C(=O)NCc1ccc2c(c1)OCO2 (stereo unspecified) | nt | -4 | -2 | 0.0 | 2.3 | -1 | 2 | 2
CC1=NOC(=O)/C1=C\c1ccc(-c2ccc(Br)cc2)o1 | nt | -24 | 33 | 0.0 | -4.6 | nt | 10 | 11
CCCCc1cc(=O)oc2c(C)c(OCC(=O)NCc3ccccn3)ccc12 | -1 | -16 | 9 | 0.2 | nt | -2 | 11 | -10
CN(CC(=O)Nc1ccc(F)c(F)c1F)C(=O)c1nn(Cc2ccccc2)c(=O)c2ccccc12 | 1 | -16 | 12 | 0.3 | -0.4 | 1 | 1 | -6
CS(=O)(=O)Nc1ccc2c(c1)[C@H]1C[C@H](CC(=O)NCc3ccc(-c4ccccc4)cc3)O[C@H](CO)[C@H]1O2 | 15 | nt | 8 | 0.0 | 0.6 | -12 | -9 | nt
COc1ccc2c3c(n(C)c2c1)[C@H](CO)N(Cc1ccc(F)cc1)CC31CN(C)C1 | nt | 13 | -5 | 0.1 | 0.0 | nt | nt | -6
CCNC(=O)C1(C)CCN(Cc2ccc(C(=O)OCC)o2)C1 (stereo unspecified) | -4 | -3 | -7 | -0.1 | 0.0 | 6 | 7 | 0
CCOc1ccc(S(=O)(=O)Nc2ccc(C(=O)N3CC(C)OC(C)C3)cc2)cc1 (stereo unspecified) | -5 | 0 | 4 | 0.2 | 0.0 | -3 | nt | 4
S=C(Nc1ccc2cn[nH]c2c1)Nc1ccc(Cl)cc1Cl | nt | -16 | -4 | 0.0 | nt | 18 | 12 | -3
CC(=O)c1cccc(NC(=O)NC(C)c2ccc3c(c2)OCO3)c1 (stereo unspecified) | nt | -2 | 9 | 0.1 | nt | 3 | 2 | 2
Cc1cc(C)cc(NC(=S)NC2CC3CCCC(C2)N3C2CCCC2)c1 (stereo unspecified) | nt | -3 | 8 | -0.3 | 2.6 | nt | -5 | -1
O=C(c1ccc(-c2ccccc2)cc1)N1CCN(c2ccccn2)CC1 | -11 | -11 | -3 | -0.2 | nt | 5 | 13 | 0
Cc1cc(-c2nnc(SCC(=O)Nc3nc(-c4ccccc4)cs3)o2)no1 | nt | -16 | 20 | -0.4 | nt | 10 | 6 | 7
COc1ccc2c3c([nH]c2c1)[C@@H](CO)N(C(=O)NC(C)C)CC31CN(Cc2ccccc2)C1 | nt | 7 | 8 | 0.8 | 0.4 | nt | nt | 24
CO[C@H]1CN(C)C(=O)c2cc(NC(=O)CC(F)(F)F)ccc2OC[C@H](C)N(C(=O)C2CC2)C[C@H]1C | nt | -27 | -4 | -0.1 | 0.0 | nt | -8 | -13
CCCCCNC(=O)C(=O)C1C(=O)Nc2ccccc21 (stereo unspecified) | -1 | -7 | 0 | 0.0 | 12 | -2 | -11 | 3
COc1ccc(S(=O)(=O)Nc2ccccc2C(=O)N2CCOCC2)cc1Cl | nt | -8 | nt | 0.0 | -0.8 | -8 | nt | 4
CSc1nsc(SCC(=O)Nc2ccc(F)cc2)n1 | 16 | -11 | -43 | 0.0 | 0.1 | 7 | -3 | -1
OCC1(CCc2ccccc2)CCN(Cc2ccc3nsnc3c2)CC1 | nt | -31 | 11 | 0.7 | nt | nt | nt | -8
CCN1C[C@@H]2[C@@H]3C(=O)N(Cc4ccccc4)C(=O)[C@@H]3[C@](Cc3ccccc3)(C1=O)N2C(=O)c1ccc(Cl)c(Cl)c1 | 0 | -52 | 9 | 1.5 | -0.2 | -1 | -8 | -3

Profiles, quoted from the list. Order of values: esBAF inh	RAD52 anneal inh	EWS-Fli block	Xi reactivation	E-selectin induc	RAD54 branch	FN deposit inh	S100A4 inh HTS
Entry for COc1ccc2c3c(n(C)c2c1)[C@H](CO)N(Cc1ccc(F)cc1)CC31CN(C)C1 → nt	13	-5	0.1	0.0	nt	nt	-6
Entry for CC(=O)c1cccc(NC(=O)NC(C)c2ccc3c(c2)OCO3)c1 (stereo unspecified) → nt	-2	9	0.1	nt	3	2	2

Remaining list, next part.
smiles | esBAF inh | RAD52 anneal inh | EWS-Fli block | Xi reactivation | E-selectin induc | RAD54 branch | FN deposit inh | S100A4 inh HTS
OCCCn1c(C(CO)Nc2nc(-c3ccc(Cl)cc3)cs2)nc2ccccc21 (stereo unspecified) | 8 | -31 | 23 | 0.0 | 0.0 | -1 | 10 | -1
C[C@@H]1CN([C@H](C)CO)C(=O)c2cc(NC(=O)C3CC3)ccc2O[C@H]1CN(C)C | 7 | -36 | nt | -0.9 | -0.1 | -2 | -3 | -11
COC(=O)C1CC(=O)N(Cc2ccccc2)C1 (stereo unspecified) | nt | 10 | 1 | -0.1 | nt | nt | nt | -1
COc1ccc(-n2ccnc2CN2CCCC(CO)(Cc3cccc(OC)c3)C2)cc1 (stereo unspecified) | nt | -52 | -7 | 0.0 | 2.8 | nt | 5 | -1
CC(C)CN(C(=O)COC(=O)CNC(=O)c1ccccc1F)C1CCS(=O)(=O)C1 (stereo unspecified) | nt | -19 | -13 | -0.1 | nt | nt | -1 | -5
Cc1ccc(C(=O)Nc2ccc(Cl)cn2)cc1S(=O)(=O)N1CCOCC1 | 35 | nt | nt | nt | -1.5 | -1 | 3 | nt
Nc1nc2c(-c3ccc([N+](=O)[O-])cc3)nnn2c2ccccc12 | nt | -39 | -124 | -0.1 | 0.0 | nt | 4 | -1
CCc1nc2ccc(C(=O)N3CCNC(=O)C3)cn2c1N(C)CCC(C)C | 2 | -2 | 0 | 0.2 | -1.2 | 4 | nt | -1
C=C1C(C(=O)N2CCN(C)CC2)C1C(=O)N1CCN(C)CC1 (stereo unspecified) | 0 | 6 | 3 | nt | nt | 1 | nt | 4
OC[C@H]1[C@@H](c2ccc(-c3cccc(F)c3)cc2)[C@H]2CN(CCC(F)(F)F)CCCCN21 | -10 | -11 | 17 | 0.1 | -0.6 | 1 | nt | -18
C[C@@H]1CCCCO[C@H](CN(C)C(=O)Nc2ccc3c(c2)OCO3)[C@H](C)CN([C@H](C)CO)C(=O)c2cc(NC(=O)c3ccccc3)ccc2O1 | 6 | 25 | -4 | 0.0 | -0.2 | -4 | nt | -3
C[C@H](CO)N1C[C@H](C)[C@H](CN(C)S(=O)(=O)c2ccc(Cl)cc2)Oc2ccc(NC(=O)C3CC3)cc2CC1=O | 1 | -10 | 2 | 0.0 | 0.1 | 0 | -4 | -35
N#C[C@@H]1[C@H](c2ccc(-c3cncnc3)cc2)[C@H](CO)N1C(=O)C1CC1 | 0 | -26 | 0 | -0.1 | 2.8 | 10 | 8 | -25
O=C1C2C3CC(C(Br)C3Br)C2C(=O)N1c1nccs1 (stereo unspecified) | nt | -13 | 2 | 0.1 | 2.6 | 1 | 5 | 2
O=S(=O)(Nc1ccc2oc(-c3ccccc3)nc2c1)c1ccccc1 | 25 | -4 | -48 | nt | nt | -8 | nt | -1
CCCNC(=O)N(C)C[C@H]1Oc2ncc(C#CC3(O)CCCC3)cc2C(=O)N([C@@H](C)CO)C[C@@H]1C | 1 | -1 | -13 | 0.3 | -0.1 | 0 | nt | 15
Cc1ccc(OCC(=O)N2CCC(C)CC2)c([N+](=O)[O-])n1 | -8 | -18 | 5 | 0.6 | nt | -22 | -4 | -2
CCOC(=O)C(C)Oc1cccc2c(=O)n(CC(=O)N3CCc4ccccc43)ccc12 (stereo unspecified) | -9 | -6 | 16 | 0.1 | nt | 1 | 7 | 4
COc1cccc(CN2C[C@]34C=C[C@@H](C[C@@H]3S2(=O)=O)O4)c1 | -5 | -13 | -4 | 0.1 | 0.2 | 1 | -2 | 0
Nc1ccc(C(=O)OCc2nc3ccccc3s2)cc1 | nt | -60 | 1 | 0.0 | 0.4 | nt | 1 | -3
COc1ccc(S(=O)(=O)N(C)C[C@H]2Oc3ccc(NC(=O)Cc4ccccc4)cc3C(=O)N([C@@H](C)CO)C[C@@H]2C)cc1 | 0 | 1 | -5 | 0.4 | 0.0 | -16 | -20 | -7
O=C(NCC[C@@H]1CC[C@H](NC(=O)C2CCOCC2)[C@@H](CO)O1)c1ccc(F)cc1 | -2 | -3 | 4 | -0.2 | -0.2 | -7 | 4 | 0
O=C(O)c1ccccc1C(=O)OC1CC2CCC1C2 (stereo unspecified) | nt | -11 | 4 | 0.3 | 0.1 | nt | -3 | 5
Cc1cccc(/C=N/NC(=O)c2cc(Br)ccc2OCc2ccccc2)n1 | 0 | -10 | 50 | nt | nt | -3 | -3 | 0
CCCCN1CCC(CN2C(=O)C(=O)NC[C@@H]2Cc2ccccc2)CC1 | -11 | -10 | -6 | 0.2 | -0.1 | -6 | -8 | -15

The final 2 compounds of the part before come first, to join the parts.
smiles | esBAF inh | RAD52 anneal inh | EWS-Fli block | Xi reactivation | E-selectin induc | RAD54 branch | FN deposit inh | S100A4 inh HTS
Cc1cccc(/C=N/NC(=O)c2cc(Br)ccc2OCc2ccccc2)n1 | 0 | -10 | 50 | nt | nt | -3 | -3 | 0
CCCCN1CCC(CN2C(=O)C(=O)NC[C@@H]2Cc2ccccc2)CC1 | -11 | -10 | -6 | 0.2 | -0.1 | -6 | -8 | -15
O=C(C1CC1)N1CC2(C1)[C@H](c1ccccc1)[C@H](CO)N2CC1CCCC1 | nt | -6 | -2 | 0.1 | -0.1 | nt | -1 | 2
O=C(O)CN1C(=O)/C(=C2\C(=O)N(Cc3ccccc3Cl)c3ccccc32)SC1=S | -6 | 0 | -1 | 0.3 | 1.0 | 1 | 2 | -5
C[C@@H]1CN([C@@H](C)CO)C(=O)c2cc(N(C)C)ccc2O[C@H]1CN(C)S(=O)(=O)c1cn(C)cn1 | -10 | 18 | 11 | 0.0 | -2.2 | -5 | -9 | -6
COc1cc(OC)cc(C(=O)NCC2CCCN(C(=O)c3csc(C(C)C)n3)C2)c1 (stereo unspecified) | 5 | -7 | -3 | -0.1 | -0.2 | -10 | nt | 15
COCC(=O)N(C)C[C@H]1Oc2cc(-c3ccccc3F)ccc2S(=O)(=O)N([C@@H](C)CO)C[C@@H]1C | 3 | -1 | 2 | -0.8 | 0.2 | 2 | 1 | 22
Cc1cccc(NC(=O)c2nc[nH]c2C(=O)N[C@H](C)c2ccccc2)c1 | -1 | -10 | 14 | 0.0 | nt | 5 | -2 | -4
COCCNC(=O)C1CC2Cn3c(nc4cc(Cl)c(Cl)cc43)C2N1C (stereo unspecified) | -10 | -24 | -16 | 0.3 | -0.1 | -18 | -19 | 1
